MgcRacGAP inhibition: MgcRacGAP GTPase-activating activity inhibitors, confirmation, biochemical, ADP Hunter fluorescence; MgcRacGAP-stimulated Rac1 GTP hydrolysis, ADP Hunter fluorescence; higher % means a stronger effect; GST-tagged Rac1 F28L mutant substrate; one-dose inhibition, % at 30 µM; IC50 in µM for titrated hits; hit rate 0.6% among 340,000;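 active = first-screen hits whose inhibition reached a set limit at any dose in the follow-up dose series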;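 note: fluorescence reports GDP produced by GAP-driven GTP hydrolysis; strong numbers were not always called active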
* marks the source's active call; other numbers are inactive results. A portion of the library; count on the stated rates, not on these rows.

MgcRacGAP inhibition | structure
4% | CN(c1ccc(OCC(=O)OCC(=O)Nc2ccc([N+](=O)[O-])cc2)cc1)S(=O)(=O)c1cccs1
11% | COc1cc([N+](=O)[O-])c2nc(C=NNC(N)=S)ccc2c1
-6% | O=C(O)c1ccc(-n2ncc3c2/C(=C\c2cccc([N+](=O)[O-])c2)CC3)cc1
10% | O=[N+]([O-])c1ccc(/C=N\N2CCN(Cc3ccccc3Cl)CC2)cc1
16% | Nc1ccn([C@@H]2O[C@H](CNCc3ccc(N4CCNCC4)cc3)[C@@H](O)[C@H]2O)c(=O)n1
9% | O=C(NNC(=O)c1ccccc1-n1cccc1)c1cccnc1
-2% | CCOc1ccc(NC(=O)CN(C)C(=O)Cc2ccc3c(c2)OCCO3)cc1OCC
13% | COc1ccccc1CNC(=O)COC(=O)CCN1C(=O)C2CC=CCC2C1=O (stereo not given)
9% | Cc1nnc(SCC(=O)Nc2cccc(S(=O)(=O)N3CCCC3)c2)n1C1CC1
14% | C[C@@H]1CN([C@H](C)CO)C(=O)c2cc(C#C[C@@H](C)O)cnc2O[C@H]1CN(C)C(=O)c1ccc(F)cc1
4% | C[C@H]1CN([C@@H](C)CO)C(=O)CCCn2nncc2CO[C@H]1CN(C)S(=O)(=O)c1ccc(Cl)cc1
0% | O=C(CCCOc1ccc(Cl)cc1Cl)Nc1cc(S(=O)(=O)N2CCOCC2)ccc1N1CCOCC1
3% | Cc1ccc(S(=O)(=O)NCC2CCC(C(=O)NCCCN3CCC(C)CC3)CC2)cc1 (stereo not given)
9% | O=C(C(=O)N(Cc1ccccc1)Cc1ccccc1)c1c(-c2ccccc2)[nH]c2ccccc12
6% | O=C1[C@H](Cc2ccccc2)NCCCC[C@@H](c2ccc(Cl)cc2)N1Cc1ccccc1
1% | O=C(CC(=O)OCc1ccccc1)OCc1ccccc1
-27% | COc1ccc(NC(=O)CCNC(=O)N2CC(=O)Nc3ccccc32)cc1OC
6% | COc1ccc(NC(=O)CCNS(=O)(=O)c2ccccc2F)cc1S(=O)(=O)N1CCOCC1
5% | CN(C)C(=S)Oc1ccccc1C1SCCS1
5% | CN(CC(=O)Nc1ccccc1Br)C(=O)c1ccccc1Sc1ccccc1C#N
6% | CC1=C(C(=O)OCc2ccccc2)C(c2ccc(C)cc2)NC(=O)N1 (stereo not given)
13% | CN(C)S(=O)(=O)c1cccc(C(=O)Nc2cc(S(=O)(=O)N3CCOCC3)ccc2N2CCCC2)c1
4% | C#CCn1cc2c(c1-c1ccccc1)c(=O)n(C)c(=O)n2C
10% | CCCCN1CC(C)(C)[C@H](CC(=O)NC)C1=O
-5% | NC(=O)c1ncn([C@@H]2O[C@H](CNCc3ccccc3C#Cc3ccccc3)[C@@H](O)[C@H]2O)n1
23% | N#Cc1ccc2c(=O)n(-c3ccccc3)sc2c1
15% | CCOC(=O)CNC(=O)CSc1nc(C(C)C)nc2c1cnn2-c1ccccc1
12% | C[C@H](CO)N1C[C@H](C)[C@H](CN(C)C(=O)Nc2ccc(F)cc2)OCc2ccccc2-c2c(n(C)c3ccccc23)C1=O
-2% | C[C@H](CO)N1C[C@H](C)[C@H](CN(C)C(=O)c2ccccn2)Oc2cc(C#Cc3ccc(F)cc3)ccc2S1(=O)=O
11% | CCOCCCNC(=O)Cn1nc(-c2ccc(OC)c(OC)c2)ccc1=O

No new results follow: an excerpt of the list.
MgcRacGAP inhibition | structure
4% | CN(c1ccc(OCC(=O)OCC(=O)Nc2ccc([N+](=O)[O-])cc2)cc1)S(=O)(=O)c1cccs1
11% | COc1cc([N+](=O)[O-])c2nc(C=NNC(N)=S)ccc2c1

Remaining list, next part
MgcRacGAP inhibition | structure
10% | COc1ccc(OC)c(NC(=O)CSc2nc3[nH]c(=O)[nH]c(=O)c3s2)c1
11% | COc1ccc(S(=O)(=O)N2CCN(Cc3ccccc3OC)CC2)cc1
18% | O=C(COC(=O)CCNS(=O)(=O)c1ccc(Cl)cc1)NCc1ccccc1
9% | CCC/C=C/c1ccc(CN2C(C(C)C)C(=O)N(Cc3cn(Cc4ccco4)nn3)CCS2(=O)=O)cc1 (stereo not given)
2% | Nc1cc(C(=O)N2CCN(c3cccc(Cl)c3)CC2)ccc1N1CC2CC(C1)c1cccc(=O)n1C2 (stereo not given)
-3% | CC1=CC2C(C(O)CC3(C)C2CC(C)C32OCOC23COCO3)C2(C)C/C(=C\O)C(=O)C=C12 (stereo not given)
-1% | CCCC1NC(=O)c2cccnc2-n2c1nc1ccccc1c2=O (stereo not given)
0% | CCN(CC)c1ccc(S(=O)(=O)N2CCOCC2)cc1NC(=O)COC(=O)C1=COCCO1
5% | CC(=NO)C1CCC2C3CCC4=CC(=NO)CCC4(C)C3C(=O)CC12C (stereo not given)
4% | CCN(CC)C(=O)c1nc(-c2cccc3ccccc23)no1
1% | CCCCN1C(=O)CC(SC2CC(=O)N(CCCC)C2=O)C1=O (stereo not given)
8% | O=S(=O)(c1ccccc1)C(Br)S(=O)(=O)c1ccccc1
16% | CCOC(=O)N1CCC(NC(=O)C2CCN(Cc3nc(-c4ccc(CC)cc4)oc3C)CC2)CC1
12% | N#Cc1ccc(CN2CCN(C(=O)C3CC(=O)N(c4ccc5c(c4)OCCO5)C3)CC2)cc1 (stereo not given)
5% | CCc1cc(C(=O)N(CC)CC(=O)Nc2c(F)cccc2F)sc1C
8% | O=C(CC(=O)c1ccccc1)Nc1cccc([N+](=O)[O-])c1
10% | Cc1ccc(F)cc1NC(=O)C1CC(=O)N(Cc2ccccc2)C1 (stereo not given)
2% | Cc1cc(CNC[C@H]2O[C@@H](n3cnc(C(N)=O)n3)[C@H](O)[C@@H]2O)c(C)n1-c1cccnc1
-1% | O=C(c1ccccc1)C1CC=CCC1C(=O)c1ccccc1 (stereo not given)
13% | C[C@H](CO)N1C[C@H](C)[C@H](CN(C)C(=O)C2CC2)OCc2cnnn2CCCC1=O
1% | Cc1ccccc1Nc1nc(N)nc(C)c1Br
-8% | CCCN(CC(=O)Nc1ccccc1C)C(=O)c1cc2ccccc2oc1=O
8% | CC(Sc1nnc(-c2ccncc2)n1C)C(=O)NCC(=O)Nc1ccc(F)c(F)c1F (stereo not given)
16% | C[C@H](CO)N1C[C@H](C)[C@@H](CN(C)S(=O)(=O)c2ccc(F)cc2)OCc2cnnn2CCCC1=O
14% | CC[C@H](C)[C@H]1CNC(=O)C(=O)N1CC1CCN(CCc2ccccc2)CC1
18% | Cc1ccc(C(=O)NCC(=O)OCc2nnc(-c3ccc([N+](=O)[O-])cc3)o2)cc1
-2% | O=C(OCC1CCC=CO1)C1CCC=CO1 (stereo not given)
-3% | Cn1c(=O)c2[nH]c(C3CC=CCC3)nc2n(C)c1=O (stereo not given)
15% | COc1ccc(/C=C/C(=O)Nc2ccc(C(C)=O)cc2)cc1S(=O)(=O)N1CCOCC1
11% | COc1cc(C(=O)OCCCN2CCOCC2)cc(OC)c1OC
4% | CC1=C(C(=O)N2CCOCC2)CC(CC(=O)NCc2ccco2)C(=O)N1Cc1ccccc1 (stereo not given)
0% | COc1ccccc1N1CCN(S(=O)(=O)CCNC(=O)CCc2ccccc2)CC1
0% | Cc1cc(C)c(NS(=O)(=O)c2ccccc2)c(C)c1
8% | Nc1ccc(C(=O)NN2C(=O)[C@H](Cl)C2c2ccc(Cl)cc2)cc1 (stereo not given in full)
7% | CN(C)C(=O)c1cccc(COc2ccc(N3C(N)=NC(N)=NC3(C)C)cc2Cl)c1
9% | COc1cc([N+](=O)[O-])c2nc(C(=O)O)ccc2c1
18% | C[C@@H]1CN([C@H](C)CO)C(=O)CCCn2nncc2CO[C@H]1CN(C)Cc1ccc2c(c1)OCCO2
0% | CC(NS(=O)(=O)c1cccc(C(=O)N(C)Cc2ccc(N3CCOCC3)cc2)c1)c1ccccc1 (stereo not given)
8% | O=C1CCCCC1Nc1ccc(Cl)cc1 (stereo not given)
4% | Cc1ccc(Cn2c(C)c3cnn(CC(=O)NCCN4CCOCC4)c(=O)c3c2C)cc1
6% | COc1cc(C)cc(C(=O)C=Cc2ccccc2)c1O
6% | O=C1NC(=S)NC1=Cc1ccc(Cl)cc1Cl
16% | O=[N+]([O-])c1ccc(CN2CC(N3CCC(Cc4ccccc4)CC3)CS2(=O)=O)cc1 (stereo not given)
18% | CCOC(=O)CCCCCC(=O)Nc1ccc2c(c1)C(=O)N([C@H](C)CO)C[C@H](C)[C@@H](CN(C)S(C)(=O)=O)OCCCC[C@@H](C)O2
-2% | O=C(CCCC(=O)NN=Cc1ccc(Cl)cc1Cl)NN=Cc1ccc(Cl)cc1Cl
2% | Nc1cc(=O)c2[nH]cnc2[nH]1
11% | NC(=O)C1CCN(C(=O)c2ccc3ncsc3c2)CC1
9% | CCCCCC(=C/c1ccccc1)/C=N/Nc1ccc(S(=O)(=O)N2CCOCC2)cc1[N+](=O)[O-]
-2% | O=C(NNC(=O)OCc1ccccc1)OCc1ccccc1
-5% | CNc1ncnc(Sc2nc(N)nc3nc[nH]c23)c1[N+](=O)[O-]
19% | C[C@H](CO)N1C[C@H](C)[C@@H](CN(C)C(=O)CN2CCOCC2)Oc2cc(Br)ccc2S1(=O)=O
14% | CC(=O)c1ccc(OCC(=O)NC(=O)NC2CCCC2)cc1
12% | Cc1ccc(S(=O)(=O)N2C[C@]3(O)C[C@@H]4C(=O)N(c5ccccc5)C(=O)[C@@H]4C[C@]3(OC(=O)NCC3CCCCC3)C2)cc1
14% | Cc1ccc(Cc2c(-c3ccc(Br)cc3)nc3cc(C)ccn23)cc1
-36% | Cn1c(N)c(N=Cc2ccccc2)c(=O)n(C)c1=O
2% | COc1ccccc1C(=O)N/C(=C\c1cn(S(=O)(=O)N(C)C)c2ccccc12)C(=O)N1CCN(C)CC1
8% | O=C(Cn1cc(COc2ccccc2C(F)(F)F)nn1)c1ccc(O)cc1
1% | Cc1ccc(C(=O)Nc2cccc(S(=O)(=O)N3CCCCC3)c2)cc1S(=O)(=O)N1CCOCC1
-7% | O=C(O)c1cc(N2CCCCC2)ccn1
7% | CC(=O)Nc1ccc(S(=O)(=O)NC2(c3ccccc3)C(=O)N(C)C(=O)N(C)C2=O)cc1

By substructure, the compounds so far containing fluorine.
MgcRacGAP inhibition | structure
14% | C[C@@H]1CN([C@H](C)CO)C(=O)c2cc(C#C[C@@H](C)O)cnc2O[C@H]1CN(C)C(=O)c1ccc(F)cc1
6% | COc1ccc(NC(=O)CCNS(=O)(=O)c2ccccc2F)cc1S(=O)(=O)N1CCOCC1
12% | C[C@H](CO)N1C[C@H](C)[C@H](CN(C)C(=O)Nc2ccc(F)cc2)OCc2ccccc2-c2c(n(C)c3ccccc23)C1=O
-2% | C[C@H](CO)N1C[C@H](C)[C@H](CN(C)C(=O)c2ccccn2)Oc2cc(C#Cc3ccc(F)cc3)ccc2S1(=O)=O
5% | CCc1cc(C(=O)N(CC)CC(=O)Nc2c(F)cccc2F)sc1C
10% | Cc1ccc(F)cc1NC(=O)C1CC(=O)N(Cc2ccccc2)C1 (stereo not given)
8% | CC(Sc1nnc(-c2ccncc2)n1C)C(=O)NCC(=O)Nc1ccc(F)c(F)c1F (stereo not given)
16% | C[C@H](CO)N1C[C@H](C)[C@@H](CN(C)S(=O)(=O)c2ccc(F)cc2)OCc2cnnn2CCCC1=O
8% | O=C(Cn1cc(COc2ccccc2C(F)(F)F)nn1)c1ccc(O)cc1

The listing continues.
MgcRacGAP inhibition | structure
13% | CCCCCCNC(=O)O[C@H]1CN(C(=O)OC(C)C)N(C(=O)OC(C)C)[C@@H]2CN(S(=O)(=O)c3ccc(C)cc3)C[C@]12O
8% | O=C(OCc1cn([C@H]2C[C@H](c3ccc(Cl)cc3)N(C(=O)c3cccs3)C[C@@H]2O)nn1)c1ccccc1
16% | O=C(/C=C/c1ccco1)c1cccc([N+](=O)[O-])c1
12% | Cc1ccc(-c2nc3c4ccccc4ccn3c2Cc2ccccc2)cc1
2% | O=C(CCCSCCCC(=O)NN=Cc1ccccc1)NN=Cc1ccccc1
11% | CCOC(=O)CCCCCC(=O)Nc1ccc2c(c1)C(=O)N([C@@H](C)CO)C[C@@H](C)[C@H](CN(C)C(=O)Nc1ccccc1)OCCCC[C@H](C)O2
12% | CN(Cc1ccccc1)C(=O)c1cccc(NC(=O)Cc2ccc(NC(=O)C3CCN(C(=O)c4ccccc4)CC3)cc2)c1
7% | C[C@H]1CN([C@@H](C)CO)C(=O)CCCn2nncc2CO[C@@H]1CN(C)C(=O)c1ccc(N2CCN(C)CC2)cc1
6% | CCN(CC)CCn1c(=S)[nH]c2cc(C(=O)NCc3ccccc3)ccc2c1=O
15% | C[C@H]1CN(C2CCCCC2)C(=O)[C@@H]1CC(=O)Nc1ccc(Br)cc1
7% | O=C(c1ccc(CS(=O)Cc2ccccc2Cl)o1)N1CCN(c2ccccc2)CC1 (stereo not given)
4% | O=C(c1ccc(Cl)cc1Cl)N1CCOCC1
-2% | O=C(C=Cc1ccccc1Cl)c1ccccc1
8% | CNS(=O)(=O)c1ccc2c(c1)[nH]c(=S)n2C
14% | Cc1csc(=O)n1CC(=O)OCC(=O)Nc1ccc(F)c(F)c1F
7% | CCC[C@H]1CC(=O)C=C(c2ccc(OC)cc2)ON1C(=O)OC(C)(C)C
5% | Cc1ccccc1-c1cnc2c(c1)C(=O)N([C@H](C)CO)C[C@@H](C)[C@H](CN(C)C(=O)c1ccncc1)O2
7% | C#CC1(O)CCCC2C3CCC4CC(OC(C)=O)CCC4(C)C3C(=O)CC21C (stereo not given)
2% | O=C(c1cccc(S(=O)(=O)N2CCN(c3ccc(F)cc3)CC2)c1)N1CCN(c2ccccc2O)CC1
2% | O=C(C=Cc1ccccc1)c1ccc([N+](=O)[O-])cc1
6% | CCC(C)N(C(=O)CSc1nc(-c2cccs2)nc2ccccc12)C1CCS(=O)(=O)C1 (stereo not given)
-5% | O=[N+]([O-])c1ccc(COc2cccc(CN3CCCC3)c2)cc1
8% | COc1cccc(C(=O)c2ccccc2NC(C)=O)c1

Bioassay records as filed in PubChem BioAssay.
